D1 antagonist: blocks dopamine activation of the human D1 receptor. P21728. HEK293 TREx D1 cells, calcium flux, dopamine EC80; stronger effect = lower value. activity change, negative = inhibition, % at 10 µM. hit rate 3.2% among 360,000. AID 504652; in the data active = activity change below about -30%; also: % is scaled to controls: 0 for no effect and ±100 for the full control effect
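Calcium flux readout: force-coupled, inducible Hek293 Trex D1 line, cells induced overnight at 30 C with tetracycline, dye-loaded 30–90 min at RT. Antagonism scored against EC80 dopamine challenge given 180 s after compound.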
RXFP1 antag: RXFP1 (human) relaxin receptor antagonism | Q9HBX9 | HEK293-RXFP1, relaxin-stimulated cAMP HTRF, 30 min; stronger effect = lower value | activity change, negative = inhibition, % at 57.5 µM | hit rate 0.59% among 350,000 | AID 1259400;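 active = activity change of -60% or lower, but not beyond a set lower limit; inconclusive = change between -60% and -40%, or beyond the set limit; inactive = change above -40%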; also: % is scaled to controls: 0 for no effect and ±100 for the full control effect
D1 agonist: agonists of human D1 dopamine receptor. P21728. HEK293 T-REx D1 cells, calcium flux, agonist mode. hit rate 1% among 360,000. activation, % at 2 µM; in the data active = activation above about 30%; also: 0% is about no effect
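Tetracycline-induced HEK293 TREx D1 cells, force-coupled to calcium signalling, were dye-loaded with a no-wash calcium kit. Compound was pin-added after a 10 s baseline. Fluorescence was read kinetically at 1 cycle/s for 180 s, with calcium rises flagged as agonism.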
TRHR PAM: allosteric enhancers of human TRH receptor; P34981; TRHR cells, fluo-8 calcium fluorescence, EC20 TRH enhancement; enhancement, % at 2 µM; hit rate 0.66% among 360,000; AID 493056; in the data active = enhancement above about 30%; also: 0% is about no effect
Target sequence (P34981 whole entry, looked up): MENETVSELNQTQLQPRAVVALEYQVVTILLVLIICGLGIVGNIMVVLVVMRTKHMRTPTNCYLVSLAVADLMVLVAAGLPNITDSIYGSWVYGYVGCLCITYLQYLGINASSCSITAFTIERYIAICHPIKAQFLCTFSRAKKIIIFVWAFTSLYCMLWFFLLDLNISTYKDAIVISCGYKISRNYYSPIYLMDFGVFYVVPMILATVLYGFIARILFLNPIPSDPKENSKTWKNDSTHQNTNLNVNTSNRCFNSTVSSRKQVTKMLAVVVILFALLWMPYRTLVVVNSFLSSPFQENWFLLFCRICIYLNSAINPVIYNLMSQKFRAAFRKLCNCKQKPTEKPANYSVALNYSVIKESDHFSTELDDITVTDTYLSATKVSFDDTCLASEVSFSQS
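TRHR-expressing cells loaded with fluo-8 calcium dye were read kinetically (ex 480/em 530) during compound addition, then stimulated with an EC20 of TRH (10 nM final). Enhancement of the Gq-mediated intracellular calcium response was scored.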
RXFP1 agonist: activates the human relaxin receptor RXFP1 | Potency, µM (top dose mostly 57.5 µM), inactives show at the highest dose activation, usual class: activators | HEK293T-RXFP1 cAMP TR-FRET, 30 min; response scale: percent of porcine relaxin response, buffer zero | hit rate 0.3% among 370,000; also: potency is read from the fitted curve at half-maximal effect; % is scaled to controls: 0 for no effect and ±100 for the full control effect; nearly all actives have a fitted effect of over 60% in size; many of its hits are not listed in these tables
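Agonist response is measured as cAMP accumulation in an RXFP1-transfected HEK293T line under PDE4 inhibition. Values are scaled between buffer-only and 29 nM porcine relaxin, and EC50s come from standard Hill equation fits.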
D1 potentiator: human D1 dopamine receptor positive modulation; P21728; HEK293 TREx D1 cells, calcium flux, dopamine EC20 potentiation; potentiation, % at 10 µM; hit rate 0.036% among 360,000; in the data active = potentiation above about 30%; also: 0% is about no effect
TRHR ag: activates the human TRH receptor; hit rate 0.18% among 360,000; activation, % at 2 µM; TRHR cells, calcium flux fluo-8, FDSS agonist mode; in the data active = activation above about 30%; also: 0% is about no effect
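In this calcium-flux screen, cells bearing human TRHR are dye-loaded with fluo-8, baselined for 10 cycles, then exposed to library compounds; positive kinetic calcium responses during the agonist phase mark hits, with TRH as control.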
D2 potentiator: D2 dopamine receptor (human) potentiation; P14416; HEK293 T-REx D2, calcium flux, EC20 dopamine potentiation; potentiation, % at 10 µM; hit rate 0.34% among 340,000; AID 485347;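 active = potentiation over 3 SD above the plate norm, cut at about 30% in these data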; also: 0% is about no effect
Target sequence (P14416 whole entry, looked up): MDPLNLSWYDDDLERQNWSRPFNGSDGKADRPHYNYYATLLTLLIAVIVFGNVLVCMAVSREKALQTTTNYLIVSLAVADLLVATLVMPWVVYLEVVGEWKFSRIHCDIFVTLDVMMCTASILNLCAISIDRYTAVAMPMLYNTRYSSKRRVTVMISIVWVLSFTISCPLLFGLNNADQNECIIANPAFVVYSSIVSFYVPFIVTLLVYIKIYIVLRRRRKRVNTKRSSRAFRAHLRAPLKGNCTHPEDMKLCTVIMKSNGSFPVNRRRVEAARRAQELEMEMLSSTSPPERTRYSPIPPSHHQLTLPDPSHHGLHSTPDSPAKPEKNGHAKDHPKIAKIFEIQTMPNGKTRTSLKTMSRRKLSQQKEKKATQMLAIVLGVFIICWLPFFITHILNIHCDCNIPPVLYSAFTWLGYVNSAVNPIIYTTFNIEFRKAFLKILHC
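Cells plated with tetracycline inducer and held overnight at 30 C; calcium dye loaded 30–90 min at room temperature; baseline taken, compound added and read 180 s; EC20 dopamine then added and read 180 s.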
Apoferritin bind: binds horse apoferritin like a general anesthetic | P02791 | apoferritin/1-aminoanthracene competitive binding, fluorescence | Potency, µM (doses to about 77.5 µM), for the others: at the highest dose activity change, negative = displacement, hits mostly inhibitors | hit rate 0.074% among 350,000 | AID 485281; also: potency is read from the fitted curve at half-maximal effect; % is scaled to controls: 0 for no effect and ±100 for the full control effect; nearly all actives have a fitted effect of over 20% in size
Target sequence (P02791 2-175 limits assumed): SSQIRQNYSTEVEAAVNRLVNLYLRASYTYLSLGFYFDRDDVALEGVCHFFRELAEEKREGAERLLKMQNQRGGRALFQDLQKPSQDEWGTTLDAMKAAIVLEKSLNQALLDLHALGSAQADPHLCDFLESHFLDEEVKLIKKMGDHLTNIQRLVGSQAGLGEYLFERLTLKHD
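Horse-spleen apoferritin (10 uM) in 50% saturated 1-aminoanthracene in PBS was incubated 10 min at room temperature with compound. Fluorescence (ex 380, em 535 nm) was normalized to free and bound 1-AMA, with concentration-response fitted by a four-parameter Hill equation.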
* = called active by the depositor; ? = inconclusive; . = not tested or not shown; [ ] = another dose, or the depositor's remark. Unless noted, calls follow the shape of the dose curve; as a rule, active = well fitted curve in the direction sought with a large enough effect; inconclusive = small, poorly fitted or top-dose-only effect, or another doubt; inactive = no such curve, though single readings can be large; an effect the other way counts as inactive or inconclusive. Only part of the results is shown, so the mix of outcomes need not match the whole.

mol	D1 potentiator	D1 agonist	TRHR PAM	D2 potentiator	RXFP1 agonist	TRHR ag	D1 antagonist	RXFP1 antag	Apoferritin bind
Cc1ccccc1-c1nc(C(=O)NCC2CCCO2)cc2c1[nH]c1ccccc12 (stereo not drawn)	-5	1	-1	-4	-0.2%	-0.4	-9	.	36%[activator]
CNc1cc(N2CCCC2)ccc1[N+](=O)[O-]	0	-2	-10	.	0.1%	-1.5	.	-10	-6%
CCCNc1c(NS(=O)(=O)c2ccc(OC)c(OC)c2)c(=O)oc2ccccc12	0	3	-8	-8	3.0%	-0.1	5	3	-7%
CCCc1nnc(NC(=O)CCC(=O)N2CCN(c3nc(C)cc(C)n3)CC2)s1	0	3	2	6	-0.4%	-0.4	2	15	-5%
COc1ccc(NC(=O)c2cc(-c3ccc4c(c3)OCO4)on2)c(OC)c1	1	0	1	-1	-0.4%	1.2	2	-1	-1%
CN1CCN(C(=O)C2(NC(=O)NCc3ccccc3)CCCCC2)CC1	-4	2	-1	.	0.4%	-0.8	0	-2	3%
CCOCCCNC(=O)C(c1ccc(Cl)cc1)N(Cc1cccs1)C(=O)CNC(C)=O (stereo not drawn)	-8	1	-4	5	0.5%	0.6	-10	-1	4%
O=C(c1csc2c1CCCC2)N1CCN(c2ncccn2)CC1	-3	1	-5	-7	-1.2%	0.1	-3	-18	-9%
O=C(CCc1nc2ccccc2[nH]c1=O)OCC(=O)N1CCc2ccccc21	-4	4	29	-3	0.1%	-0.9	-1	-17	?
CCOC(=O)c1c(O)cc(C)cc1Nc1ccccc1	-1	3	-5	4	-0.6%	-0.6	-28	-13	113%[activator]
CCOc1ccc(C(=O)CCc2nc3ccccc3s2)cc1	-3	0	0	10	0.9%	-0.4	4	?	-23%
COc1ccccc1CNC(=O)C(C)n1nc(C)n2c(cc3occc32)c1=O (stereo not drawn)	3	0	-4	-5	12%	-0.5	6	18	-12%

mol	D1 potentiator	D1 agonist	TRHR PAM	D2 potentiator	RXFP1 agonist	TRHR ag	D1 antagonist	RXFP1 antag	Apoferritin bind
CCCCC(=O)Nc1ccc(NC(=S)NC(=O)c2cccs2)cc1OC	-1	2	-1	24	0.4%	0.1	13	-2	-19%
O=C(CSc1ccc([N+](=O)[O-])cn1)Nc1ccc2c(c1)OCO2	-13	2	-1	-6	0.6%	-0.3	2	-8	7%
Cc1cc(C)nc(NS(=O)(=O)c2ccc(N3C(=O)C4C5C=CC(C5)C4C3=O)cc2)n1 (stereo not drawn)	0	2	6	-2	0.5%	0.3	-2	.	0%
COC(=O)c1c(NC(=O)CCCOc2ccccc2C)sc2c1CCC2	-1	4	1	3	5.1%	0.8	-7	-11	21%
CN(C(=O)Cn1nc(C(=O)O)c2ccccc2c1=O)C1(C#N)CCCCC1	2	6	-1	6	4.5%	1.3	5	11	.
Cc1cc(C)c(S(=O)(=O)N2CCN(C(=O)CN3C(=O)NC4(CCCC4)C3=O)CC2)c(C)c1	0	3	-3	4	-3.2%	0.1	-3	-1	-3%
Cc1ccc([N+](=O)[O-])c(OCCN2CCCCCC2)c1	-14	4	11	13	1.0%	-1.3	2	-5	-11%
COc1ccc(-n2c(SCC(=O)N3CCCc4ccccc43)nc3c([nH]c4ccccc43)c2=O)cc1	-3	0	-2	-3	1.1%	0.3	-9	.	-11%
COc1ccc2cc(-c3nc(Cl)c4c5c(sc4n3)CC(C)CC5)c(=O)oc2c1 (stereo not drawn)	0	8	0	3	5.6%	2.0	18	.	0%
Cc1cccc(N2CC(C)Cn3c2nc2c3c(=O)[nH]c(=O)n2C)c1 (stereo not drawn)	-7	2	15	19	2.5%	-1.3	-5	3	4%
CN(C)c1ccc(C(c2nnnn2CCOC(=O)Nc2ccc(Cl)cc2)N2CCOCC2)cc1 (stereo not drawn)	3	3	-5	-19	0.2%	0.4	7	4	-16%
CCOC(=O)c1c(NC(=O)c2ccoc2C)sc2c1CCC2	-3	3	-1	-1	1.7%	0.3	-17	-24	-4%

mol	D1 potentiator	D1 agonist	TRHR PAM	D2 potentiator	RXFP1 agonist	TRHR ag	D1 antagonist	RXFP1 antag	Apoferritin bind
CCOC(=O)C1CCCNC1=O (stereo not drawn)	0	2	-1	-7	-0.3%	-0.5	3	-2	6%
COc1ccccc1C(=O)NC1CC2CCC(C1)N2Cc1ccccc1 (stereo not drawn)	-12	0	9	-32	-0.1%	0.0	-50*	-3	-13%
CC(Nc1ccccc1)c1cccnc1 (stereo not drawn)	-1	-1	0	-9	-1.2%	-0.3	-1	4	?
O=C(CN1c2cccc3cccc(c23)S1(=O)=O)Nc1cccc(S(=O)(=O)N2CCOCC2)c1	1	18	-7	6	-0.2%	-2.2	-3	1	7%
COC(=O)C(NC(=O)c1ccccc1)=C1C=C(C)OC(C)=C1	-2	1	1	-9	-1.3%	0.1	-8	-24	-10%
Cc1nnc(SCC(=O)NCc2cccs2)n1-c1ccccc1	10	5	7	21	0.0%	0.2	5	-6	-1%
CCSc1nnc(NC(=O)CN(C)S(=O)(=O)c2ccc(F)cc2)s1	0	3	0	-14	1.7%	-0.8	-3	-3	-16%
COc1ccccc1N1CCN(CCCNC(=O)c2cnn(-c3ccc(C)c(C)c3)c2C2CCN(C(=O)OC(C)(C)C)CC2)CC1	-6	4	7	-8	-2.9%	-0.5	3	?	?
CC1=NN(C(=O)c2cccnc2)C(O)(C(F)(F)F)C1 (stereo not drawn)	-3	0	1	4	2.7%	0.4	-2	-3	-5%
COc1cc2ccccc2cc1C(=O)OCc1nc2ccsc2c(=O)[nH]1	2	0	3	-12	?	0.0	5	5	.
O=C(NNc1ncnc2ccccc12)c1cccc(Cl)c1	-2	3	-2	-2	-2.6%	-0.6	7	2	1%
COc1ccc(OCC(=O)Nc2cccc(C(C)=O)c2)cc1	-2	2	4	15	0.7%	0.3	9	0	-14%

mol	D1 potentiator	D1 agonist	TRHR PAM	D2 potentiator	RXFP1 agonist	TRHR ag	D1 antagonist	RXFP1 antag	Apoferritin bind
CSCC[C@H](NC(=O)C1CCN(C(=O)[C@H](Cc2ccccc2)NS(=O)(=O)c2ccc(C)cc2)CC1)C(=O)O	7	-1	-1	-1	0.1%	0.7	4	-5	6%
Cc1nn2c3ccccc3nc2n(C)c1=O	11	2	7	-1	1.1%	-0.1	2	6	-5%
COc1ccc(/C(C)=N/N=C(\C)c2ccc(OC)cc2OC)c(OC)c1	-7	6	11	13	2.8%	0.0	-7	-5	-13%
COc1cc(C(=O)NNC(=O)COc2ccc(Cl)cc2)ccc1OCC(=O)N1CCOCC1	.	5	-1	3	0.2%	-0.1	-15	-7	.
Cc1ccc(N=C(c2cccs2)N2CCOCC2)cc1	-1	2	3	9	0.0%	-0.7	-8	-19	-22%
CCOC(=O)C(=O)Nc1nnc(Cc2ccc(OC)c(OC)c2)s1	-1	2	-1	1	0.0%	0.4	7	-4	7%
CCc1ccc(C(C(=O)NCc2ccccc2)N(C(=O)c2csnn2)C2CC2)cc1 (stereo not drawn)	.	6	-12	2	4.5%	0.1	3	-24	-21%
CCC(C)(C)C1CCc2[nH]nc(C(=O)NCCCNC(=O)OC(C)(C)C)c2C1 (stereo not drawn)	1	6	6	-4	-1.7%	-0.1	8	.	.
N#CCOc1ccccc1/C=C/c1nc2ccccc2c(=O)[nH]1	7	1	-5	19	1.8%	-0.3	-7	4	54%[activator]
CC(C)c1c(O)nc(SCc2ccc(F)cc2)[nH]c1=O	0	3	27	3	3.4%	-1.2	-4	-3	-8%
Cc1ccc(CN(C)C(=O)c2cccc(S(=O)(=O)N3CCN(Cc4ccccc4)CC3)c2)o1	-3	3	1	12	-0.3%	-0.6	-12	-15	.
Cc1cc(C)c2c(n1)nn1c(C)c(CCC(=O)NCc3ccco3)c(C)nc21	1	0	-6	-6	0.8%	0.3	6	.	59%[activator]

mol	D1 potentiator	D1 agonist	TRHR PAM	D2 potentiator	RXFP1 agonist	TRHR ag	D1 antagonist	RXFP1 antag	Apoferritin bind
CCOc1ccc(NC(=O)c2cc(S(=O)(=O)N3CCOCC3)cn2C)cc1	-3	4	23	2	3.6%	-0.5	-22	4	-1%
COc1cc2c(cc1NC(=O)/C=C/c1cc(OC)c(OC)c(OC)c1)oc1ccccc12	-5	1	0	7	-0.3%	1.1	-3	8	15%
Cc1ccc(NC2CCCN(C(=O)CCc3cn[nH]c3)C2)cc1C (stereo not drawn)	3	4	-7	13	-1.2%	0.0	8	-7	-13%
Cc1cc(CN2C(=O)c3ccccc3C2=O)on1	-9	1	-1	-3	0.5%	0.3	4	-9	3%
CCCCS(=O)Cc1ccccc1 (stereo not drawn)	-2	-1	-1	-2	1.6%	0.1	-5	-4	-7%
CC(=O)Nc1cccc2c1C(=O)N(c1ccccc1OC(C)=O)C2=O	-1	1	-3	4	-1.4%	-0.7	-12	-13	-2%
CCOc1ccc(-n2cc(-c3ccc(OC)c(OC)c3)[nH]c2=S)cc1	-3	3	4	0	3.6%	-0.7	0	-76*	?
CC(C)N(Cc1nc(-c2ccccc2)no1)C(=O)c1ccc2c(c1)OCO2	-3	6	1	4	-0.4%	-0.1	-19	9	-13%
COc1ccc(Br)cc1CN(C)CC(=O)NCCc1ccc(S(N)(=O)=O)cc1	5	-1	15	19	-2.4%	-0.8	-2	-6	-8%
CCOc1ccc(N2CC(C(=O)NCCCc3ccccc3)CC2=O)cc1 (stereo not drawn)	.	1	7	-6	-0.3%	0.3	1	-9	.
CC(Sc1nc(-c2ccccc2)cs1)C(=O)Nc1ccc(Cl)cn1 (stereo not drawn)	-6	7	-1	-19	0.2%	-0.1	-13	-11	0%
NC(=O)NC(=O)COC(=O)c1sc2ccccc2c1Cl	-1	1	1	3	10%	0.6	8	-1	-2%

mol	D1 potentiator	D1 agonist	TRHR PAM	D2 potentiator	RXFP1 agonist	TRHR ag	D1 antagonist	RXFP1 antag	Apoferritin bind
CN(C)C(=O)CSc1nnc(Cc2ccccc2)n1Cc1ccco1	-4	-2	17	-2	1.6%	0.0	8	4	-4%
CCCCNC(=O)CCSc1nc(-c2ccc3c(c2)OCO3)cc(C(F)(F)F)n1	-1	5	5	2	18%	-0.6	-6	.	2%
CCOc1ccc(NC(=O)N2CCC(C(=O)c3ccc(F)cc3)CC2)cc1	-8	-1	5	3	-1.6%	-0.4	-6	0	-12%
COc1ccc(Nc2c3c(nc4c(-c5ccccc5)c(C)nn24)CCC3)cc1	-3	4	7	4	-2.8%	-1.9	-1	17	-7%

Screens deposited in PubChem by National Center for Advancing Translational Sciences (NCATS).
